# LRH-1 inv ag – LRH-1 (NR5A2) inverse agonists, primary screen, cell-based, luminescence, HEK293T, StAR-luciferase reporter. Nuclear receptor subfamily 5 group A member 2 (Homo sapiens), O00482. LRH-1 transfected, 24 h. inhibition, % at 3.6 µM. 360,000 compounds, 0.13% hits. AID 602396, 2012;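 active = inhibition above the mean inhibition of all tested compounds plus 3 SD, cut at about 73% in these data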;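 also: 0% = DMSO wells and 100% = reporter-only cells lacking LRH-1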
# SRC1 inh – SRC1 coactivator transcriptional activity inhibitors, primary screen, cell-based, luminescence; Nuclear receptor coactivator 1 (Homo sapiens), Q15788; HEK293 GAL4-SRC1 luciferase reporter; inhibition, % at 3.6 µM; 360,000 compounds, 0.12% hits;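 active = inhibition above the campaign mean plus 3 SD, with each screening campaign given its own cutoff, cut at about 60% in these data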;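 also: 0% = DMSO treated cells and 100% = gossypol at 36 µM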
# KKLEB cytotox – cytotoxicity in KKLEB CF airway cells, primary screen, cytotoxicity control for CF NF-kB inhibitor project, cell-based, uHTS, fluorescence assay plates | KKLEB CF airway cells viability, ATPlite luminescence, overnight; active compounds read low; cells stimulated with P. aeruginosa culture filtrate | activity change (cytotoxicity), % at 5 µM | 360,000 compounds, 0.36% hits;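 active = corrected activity change at or below -50% at 5 µM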
# LMP1 NFkB inh – EBV LMP1-driven NF-kappaB luciferase reporter inhibitors, primary screen, cell-based, luminescence, single point. LMP1-induced NF-kappaB luciferase reporter cells. inhibition, % at 12.5 µM. 350,000 compounds, 0.69% hits; in the data active = inhibition above about 41%;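 also: 0% = neutral control wells and 100% = reference inhibitor control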
# CF NFkB block – inhibitors of PAF-induced NF-kB signaling, primary screen, cell-based, GFP fluorescence, uHTS. KKLEB NF-kB-GFP reporter, GFP fluorescence overnight. inhibition, % at 5 µM. 360,000 compounds, 0.86% hits. AID 588850, 2011;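 active = at least 50% inhibition at 5 µM, scaled per plate between neutral and stimulator controls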;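 also: PAF is a Pseudomonas aeruginosa culture filtrate used as stimulus; plate controls were PAF-stimulated DMSO wells for no effect and unstimulated DMSO wells for full effect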
# SRC3 inh – SRC3 coactivator transcriptional activity inhibitors, primary screen, cell-based, luminescence | inhibition, % at 3.6 µM | HEK293 GAL4-SRC3 luciferase reporter | 360,000 compounds, 0.17% hits | Nuclear receptor coactivator 3 (Homo sapiens), Q9Y6Q9;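 active = inhibition above a per-campaign cutoff, the mean of all compounds plus 3 SD, cut at about 60% in these data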;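 also: 0% = DMSO-treated cells and 100% = gossypol-treated cells at 36 µM; higher means less SRC3-driven luciferase light from the GAL4 reporter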
# Target sequence (Q9Y6Q9 whole entry, looked up, the tested form may be a part): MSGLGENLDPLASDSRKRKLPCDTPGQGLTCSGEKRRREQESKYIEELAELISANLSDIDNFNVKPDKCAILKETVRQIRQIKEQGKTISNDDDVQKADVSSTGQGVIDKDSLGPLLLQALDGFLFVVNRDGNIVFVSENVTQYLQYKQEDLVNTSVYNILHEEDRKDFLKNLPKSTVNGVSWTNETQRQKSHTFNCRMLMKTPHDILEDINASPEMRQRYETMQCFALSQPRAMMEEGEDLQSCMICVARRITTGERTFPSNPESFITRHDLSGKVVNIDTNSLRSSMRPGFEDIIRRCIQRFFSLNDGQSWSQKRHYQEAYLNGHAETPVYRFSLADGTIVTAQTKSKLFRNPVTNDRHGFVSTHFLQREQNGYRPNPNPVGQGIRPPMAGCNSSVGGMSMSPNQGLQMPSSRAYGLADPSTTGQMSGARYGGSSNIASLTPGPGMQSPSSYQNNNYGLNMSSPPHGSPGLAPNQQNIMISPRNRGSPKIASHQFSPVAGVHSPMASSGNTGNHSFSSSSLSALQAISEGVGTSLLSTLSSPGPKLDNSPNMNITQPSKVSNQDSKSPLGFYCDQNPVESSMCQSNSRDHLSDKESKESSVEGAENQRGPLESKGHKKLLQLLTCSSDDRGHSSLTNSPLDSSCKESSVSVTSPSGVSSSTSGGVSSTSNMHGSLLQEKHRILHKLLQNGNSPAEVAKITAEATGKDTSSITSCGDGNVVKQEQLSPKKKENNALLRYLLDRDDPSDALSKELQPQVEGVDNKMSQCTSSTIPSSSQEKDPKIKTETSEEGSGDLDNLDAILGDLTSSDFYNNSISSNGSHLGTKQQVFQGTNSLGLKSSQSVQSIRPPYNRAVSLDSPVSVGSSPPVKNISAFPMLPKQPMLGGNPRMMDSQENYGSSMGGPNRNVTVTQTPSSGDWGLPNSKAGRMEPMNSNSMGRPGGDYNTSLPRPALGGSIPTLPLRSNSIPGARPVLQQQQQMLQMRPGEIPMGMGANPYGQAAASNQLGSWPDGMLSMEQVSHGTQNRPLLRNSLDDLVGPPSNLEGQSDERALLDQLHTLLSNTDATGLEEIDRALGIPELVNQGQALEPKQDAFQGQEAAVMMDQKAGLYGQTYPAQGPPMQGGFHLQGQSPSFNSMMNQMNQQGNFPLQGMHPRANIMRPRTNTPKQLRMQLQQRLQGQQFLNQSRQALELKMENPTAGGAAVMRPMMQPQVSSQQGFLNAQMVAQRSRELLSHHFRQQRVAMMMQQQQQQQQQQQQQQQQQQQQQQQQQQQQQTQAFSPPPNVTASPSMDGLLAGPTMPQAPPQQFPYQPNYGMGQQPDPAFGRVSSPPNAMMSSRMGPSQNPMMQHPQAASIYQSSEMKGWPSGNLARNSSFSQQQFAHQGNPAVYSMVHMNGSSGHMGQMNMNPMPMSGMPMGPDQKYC
# TROY NFkB inh – inhibitors of TROY-driven NF-kB signaling, primary screen, Q293 LMP1-TROYcd cells, NF-kB luciferase, uHTS; Q293 LMP1-TROYcd NF-kB luciferase reporter, 4 h; inhibition, % at 10 µM; 360,000 compounds, 0.98% hits;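 active = compounds whose plate-normalised and pattern-corrected inhibition of the luciferase reporter signal at the single screening dose is 50% or more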
# NR2F2 inh – NR2F2 transcriptional activity inhibitors, primary screen, cell-based, luciferase reporter, HEK293T, luminescence | 370,000 compounds, 0.7% hits | AID 686940, 2013 | COUP transcription factor 2 (Homo sapiens), P24468 | inhibition, % at 8.6 µM | HEK293T NGFI-A luciferase reporter;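 active = inhibition above a per-plate cutoff, mean inhibition of test wells between control levels plus 3 SD, cut at about 38% in these data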;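 also: cells cotransfected with COUP-TFII expression vector driving the NGFI-A reporter; 0% = median of COUP-TF2 test wells and 100% = reporter-only cells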
# TRAIL sens C8 – viability loss with TRAIL in NB7+C8 cells, primary screen, TRAIL sensitizer project, cell-based, ATPlite luminescence. inhibition (viability loss, TRAIL sensitization), % at 10 µM. 360,000 compounds, 1% hits;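 active = compounds causing at least 50% loss of cell viability in the single-dose screen, relative to plate controls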
# SRC2 inh – inhibition of GAL4-SRC2 driven luciferase reporter, primary screen, SRC2 inhibitor project, cell-based, luminescence; Nuclear receptor coactivator 2 (Homo sapiens), Q15596; HEK293 GAL4-SRC2 luciferase reporter; inhibition, % at 9 µM; 370,000 compounds, 0.17% hits; AID 651957, 2012;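 active = inhibition above the mean inhibition of all tested compounds plus 3 SD, set per campaign, cut at about 52% in these data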;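 also: 0% = DMSO treated cells and 100% = cells given Gossypol at 36 µM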
# TWEAK Fn14 block – inhibitors of TWEAK-Fn14 signaling, primary screen, luciferase reporter cells, uHTS; TWEAK-stimulated Fn14 reporter cells, luciferase luminescence, 8 h; inhibition, % at 10 µM; 360,000 compounds, 2% hits; AID 1159606, 2016; in the data active = inhibition above about 50%
# * marks the source's active call; other numbers are inactive results; x = not tested or not shown. Outcome played no part in choosing rows; overall some 4.2% were active at least once.
# The line under a structure holds: LRH-1 inv ag	SRC1 inh	KKLEB cytotox	LMP1 NFkB inh	CF NFkB block	SRC3 inh	TROY NFkB inh	NR2F2 inh	TRAIL sens C8	SRC2 inh	TWEAK Fn14 block
COC(=O)Cc1ccc(NC(=O)C(c2ccccc2)c2ccccc2)cc1
→ 4	-31	8	1	-1	-9	-1	-15	24	-19	-2
CC(C)(C)OC(=O)[C@H](CCCCN)NC(=O)c1[nH]cnc1C(=O)N[C@@H](Cc1ccccc1)C(=O)OCc1ccccc1
→ 14	6	-5	4	-8	-26	-14	x	25	x	-13
Cc1ccccc1Cn1ccc(NC(=O)c2onc(C)c2Cl)n1
→ -54	-10	-4	-10	-14	-44	-82	-17	12	-33	-26
O=S(=O)(c1ccc(-n2cnnn2)cc1)N1CCNCC1
→ -3	1	5	-2	-2	10	-3	-1	5	-25	7
CC1(C)OC(=O)C(=CNn2cnc3ccccc3c2=O)C(=O)O1
→ -27	-23	7	-13	-4	-16	-14	3	-11	-36	8
CSc1ccc(CNc2cccc3ccccc23)cc1
→ 42	-64	5	8	-7	-46	48	-24	14	18	43
Cc1ccc(N(CC(=O)Nc2cccc(C)c2)S(=O)(=O)c2cccc3nonc23)cc1
→ 8	-9	-12	-5	11	-22	-5	14	0	-3	17
COc1ccc(C(=O)NC(=S)N(C)C2CCCCC2)cc1Br
→ -16	-1	-22	9	-17	-7	-7	20	-10	-2	-21
O=C(CCCn1cncn1)N1CCCC(N2CCN(c3ccc(F)cc3)CC2)C1 (stereo unspecified)
→ 22	6	-10	0	-1	4	-2	8	-4	-10	-3
CCOc1ccccc1C(c1c(C)n(C)n(-c2ccccc2)c1=O)c1c(C)n(C)n(-c2ccccc2)c1=O
→ 11	3	0	9	-10	-2	0	-15	-6	5	-3
O=c1cc(-c2cccc(Cl)c2)oc2cccc(O)c12
→ 27	-2	-2	-6	-72	-2	-31	-5	6	3	-50
Cc1ccc(N(C)S(=O)(=O)c2ccc(-c3cnc(C4CC4)o3)cc2)cc1
→ 5	-123	0	6	29	22	4	-21	11	16	-7
CC(OC(=O)[C@@H](NC(=O)c1ccco1)C(C)C)C(=O)Nc1ncc(Cl)cc1Cl (stereo partly specified)
→ -16	-5	-16	-1	4	30	-13	3	-7	-31	-7
C=CCNc1nnc(Sc2ncccc2[N+](=O)[O-])s1
→ 11	-5	11	-4	7	17	0	-5	-2	7	8
Cc1c(Cl)ccc2c(C(=O)NCCCn3nccc3C)cc(-c3ccccn3)nc12
→ 33	15	18	-11	-38	16	-5	23	-5	-33	10

# Shown tab-delimited: 2 of the compounds above.
Compound	LRH-1 inv ag	SRC1 inh	KKLEB cytotox	LMP1 NFkB inh	CF NFkB block	SRC3 inh	TROY NFkB inh	NR2F2 inh	TRAIL sens C8	SRC2 inh	TWEAK Fn14 block
CC(C)(C)OC(=O)[C@H](CCCCN)NC(=O)c1[nH]cnc1C(=O)N[C@@H](Cc1ccccc1)C(=O)OCc1ccccc1	14	6	-5	4	-8	-26	-14	x	25	x	-13
Cc1ccccc1Cn1ccc(NC(=O)c2onc(C)c2Cl)n1	-54	-10	-4	-10	-14	-44	-82	-17	12	-33	-26

# More results.
# The line under a structure holds: LRH-1 inv ag	SRC1 inh	KKLEB cytotox	LMP1 NFkB inh	CF NFkB block	SRC3 inh	TROY NFkB inh	NR2F2 inh	TRAIL sens C8	SRC2 inh	TWEAK Fn14 block
CC(=O)OCC1=C(C(=O)O)N2C(=O)C(NC(=O)CCn3nc(C)c(Cl)c3C)C2SC1 (stereo unspecified)
→ -6	-17	12	-2	6	-4	6	5	-5	-22	2
CCCCN1CN(Cc2ccccc2)CNC1=S
→ 8	-9	-3	-3	-12	24	-7	6	3	4	-6
COC(=O)C1=C(C)NC2=C(C(=O)CC(C)(C)C2)C1c1ccccn1 (stereo unspecified)
→ 14	3	8	7	2	2	-18	-11	5	-22	11
CC(C)C[C@H](NC(=O)OC(C)(C)C)C(=O)N[C@@H](CO)[C@H](O)[C@@H]1C[C@@H]1C(=O)N1CCCC1
→ 13	7	14	4	14	-9	7	-18	-10	-31	-4
Cc1ccc(S(=O)(=O)Cc2ccc(C(=O)NCCc3ccccc3)o2)cc1
→ 7	2	5	-4	2	5	-12	10	-26	3	-8
O=C(O)c1ccc(-c2noc(-c3ccccc3Cl)n2)cc1
→ -100	-69	18	-35	-8	-58	-31	-28	-5	-57	47
CN(C)CCNC(=O)c1ccc(-c2nn(C)c(=O)c3ccccc23)cc1
→ 8	7	14	-1	-10	14	-21	-3	1	-18	-18
COc1cc([N+](=O)[O-])cc2sc(NC(=O)c3c(F)cccc3F)nc12
→ 18	-4	7	0	-8	-2	-14	11	-3	-23	12
CCN1C(=O)[C@H]2[C@@H](c3ccc(-c4ccc(F)cc4)c(OC)c3)N3CCC[C@@]3(C(=O)OC)[C@H]2C1=O
→ 0	9	1	-3	6	-3	-11	-4	2	7	-7
CCOC(=O)C1CCN(C(=O)Nc2ccc3snnc3c2)CC1
→ -21	0	4	-4	-2	0	3	-3	-3	15	18
CCC1CCCCN1CC(=O)c1c(C)[nH]c2ccccc12 (stereo unspecified)
→ 8	8	3	2	-7	9	-7	-1	-3	3	24
CC1CN(Cc2nc3c(c(=O)n(C)c(=O)n3C)n2CC(=O)c2ccccc2)CC(C)O1 (stereo unspecified)
→ 18	2	1	6	3	2	2	-7	-12	-16	16
Cc1c(C(=O)N2CCOCC2)c(S(=O)(=O)Nc2ccc(F)cc2)c(C)n1C
→ -2	-2	-7	1	-11	0	-12	6	10	-10	4
Cc1ccc(NC(=O)CC2S/C(=N/N=C/C=C/c3ccccc3)NC2=O)cc1Cl (stereo unspecified)
→ 12	-18	2	-2	8	6	-40	-4	-9	1	-14
CCc1ccc2oc(-c3cc(N)ccc3O)nc2c1
→ -121	-85	-18	-63	-22	-84	45	-19	65*	-33	40
CC1CCCCN1C(=O)COc1ccc(NC(=O)c2ccco2)cc1 (stereo unspecified)
→ -16	-25	-6	-3	7	-16	-3	-9	20	-8	-3
CC(=O)Nc1cc(-c2ccccc2)cn2c(-c3ccc(F)c(Cl)c3)cnc12
→ 10	2	-11	x	-39	-6	-18	-5	22	-8	23
O=C(CSc1ccc(Br)c2cccc(Cl)c12)Nc1ccc(S(=O)(=O)Nc2nccs2)cc1
→ -20	-33	-12	4	14	10	46	17	5	-13	9
N#Cc1nc(-c2ccccc2Cl)oc1N1CCOCC1
→ 20	-19	-6	-10	12	6	1	-6	24	4	-16
C/C(O)=C(/N=O)C(=O)Nc1ccccc1
→ 21	-8	12	-1	4	12	-17	7	-5	12	3
COc1ccc(C2CC2/C(C)=N/OC(=O)C2CC2)cc1 (stereo unspecified)
→ -7	7	0	-12	-10	7	-28	-14	-1	-4	-14
CC(=N)c1c(O)cc(C)oc1=O
→ -22	-6	-20	3	23	-11	8	17	-3	15	6
O=C(CC1C(=O)NCCN1Cc1c(F)cccc1Cl)NCCCOc1cccnc1 (stereo unspecified)
→ 1	-9	10	1	-1	14	-6	7	0	-4	10
COc1ccc(C(=O)c2oc3ccc(OC)cc3c2N)cc1
→ -106	-87	12	-21	-25	-63	-85	-49	1	-28	-23
Cc1cn(C2CC(OC(=O)C(C)C)C(CO)O2)c(=O)[nH]c1=O (stereo unspecified)
→ 19	-18	-5	-4	-11	13	-6	-23	-9	-2	3
COc1cc(C(=O)NCc2nnc(SCC(=O)NC3CCCCC3)o2)cc(OC)c1OC
→ 10	15	4	3	14	21	12	15	-5	3	-18
N#Cc1nc(COc2ccccc2)oc1N1CCN(c2cccc(Cl)c2)CC1
→ -18	11	10	12	-3	2	-9	1	4	-9	-2
CCCCc1noc(-c2c(-c3ccccc3Cl)noc2C)n1
→ 7	10	-3	4	5	11	1	-1	6	1	2
O=C(NCc1ccccc1Br)c1ccncc1
→ -12	1	-1	10	-26	16	8	13	-3	-18	4
O=C(c1ccc(F)cc1)N1CCOCC1
→ 6	2	4	-1	9	9	-3	-20	1	3	8
Cc1nc2oc3c(NCc4ccccc4)ncnc3c2c2c1COC(C)(C)C2
→ 12	-10	-24	-1	12	0	3	-5	-6	-2	36
COc1ccc(CC(=O)OCc2cc3ccccc3[nH]c2=O)cc1
→ 17	-35	9	-2	-2	-5	-6	11	-6	-42	-8
Cc1ccc(N/C=C(\C#N)c2ccc(OCCCF)cc2)cc1
→ -2	-11	-12	-5	13	20	-16	-13	1	-23	-20
CCCCNC(=O)c1ccc(CS(=O)(=O)c2cccc(C(F)(F)F)c2)o1
→ 11	5	-18	-3	-4	-8	-10	-15	-3	-36	3
COC(=O)c1cnn(-c2cc(Oc3cccc(C)c3)ncn2)c1N
→ 1	-15	2	-9	1	-8	x	8	8	18	91*

# Fetched by compound from the list above:
# The line under a structure holds: LRH-1 inv ag	SRC1 inh	KKLEB cytotox	LMP1 NFkB inh	CF NFkB block	SRC3 inh	TROY NFkB inh	NR2F2 inh	TRAIL sens C8	SRC2 inh	TWEAK Fn14 block
CCCCNC(=O)c1ccc(CS(=O)(=O)c2cccc(C(F)(F)F)c2)o1
→ 11	5	-18	-3	-4	-8	-10	-15	-3	-36	3
Cc1ccc(N/C=C(\C#N)c2ccc(OCCCF)cc2)cc1
→ -2	-11	-12	-5	13	20	-16	-13	1	-23	-20
COC(=O)c1cnn(-c2cc(Oc3cccc(C)c3)ncn2)c1N
→ 1	-15	2	-9	1	-8	x	8	8	18	91*
Cc1nc2oc3c(NCc4ccccc4)ncnc3c2c2c1COC(C)(C)C2
→ 12	-10	-24	-1	12	0	3	-5	-6	-2	36

# Screening results from PubChem.
